Assay outcomes from PubChem BioAssay.
AmpC detergent – inhibitors of E. coli AmpC beta-lactamase with detergent. 370,000 compounds, 0.041% hits. Potency, µM (highest dose often 114 µM), without a hit: at the top dose activity change, negative = inhibition, most hits filed as inhibitors. AID 485294. AmpC hydrolysis of nitrocefin, absorbance 480 nm, 0.01% Triton;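 note: potency is the fitted concentration of half-maximal effect; 0% = no-compound wells and -100% = no-enzyme wells; nearly all actives have a fitted effect of over 25% in size; some results filed as inactive show a strong effect at the top dose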
Target sequence (P00811 whole entry, looked up): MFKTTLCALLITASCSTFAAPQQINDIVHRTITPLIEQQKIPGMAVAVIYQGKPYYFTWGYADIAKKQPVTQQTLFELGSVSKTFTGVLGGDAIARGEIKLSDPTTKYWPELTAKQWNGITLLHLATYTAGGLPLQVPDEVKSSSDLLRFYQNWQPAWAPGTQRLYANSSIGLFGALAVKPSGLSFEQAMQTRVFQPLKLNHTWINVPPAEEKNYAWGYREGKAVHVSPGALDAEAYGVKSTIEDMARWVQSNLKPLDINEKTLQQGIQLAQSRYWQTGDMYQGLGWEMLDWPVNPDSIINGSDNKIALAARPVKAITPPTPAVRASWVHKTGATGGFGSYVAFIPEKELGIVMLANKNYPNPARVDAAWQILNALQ
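AmpC (5.3 nM in the dispensed reagent) in 20 mM phosphate pH 7.0 with 0.01% (detergent screen) or 0.0001% Triton X-100 was preincubated with compounds for 15 min at room temperature. Nitrocefin was then added from an 800 uM solution, and hydrolysis was followed at 480 nm.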
HCMV inh – human cytomegalovirus inhibition; HFF cells, HCMV-luciferase reporter, 72 h; stronger effect = lower value; activity change, negative = inhibition, % at 57.5 µM; 410,000 compounds, 4.5% hits; in the data active = activity change below about -60%; inconclusive = no clear call, values can overlap the other calls; inactive = above about -39%
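Steps: HFFs plated, 16 h 37C; compounds added; HCMV-luciferase added to MOI 1 PFU/cell; 72 h 37C; OneGlo reagent, 5 min room temperature; luminescence read, normalized to controls.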
AMA1-RON2 inh – AMA1-RON2 (P. falciparum) interaction inhibition | AlphaScreen AMA1-biotinylated RON2 peptide binding | Potency, µM (top dose mostly 58.2 µM), for inactives: at the top dose activity change, negative = inhibition, usual class: inhibitors | 360,000 compounds, 0.2% hits | AID 720542;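 note: potency is the fitted concentration of half-maximal effect; 0% = vehicle wells and -100% = peptide control; nearly all actives have a fitted effect of over 45% in size; some results filed as inactive show a strong effect at the top dose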
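AMA1 (3D7) with his tag at 25 nM final met compounds first, then biotinylated RON2 peptide at 25 nM; detection used donor plus acceptor beads, 10 µg/mL apiece, read by AlphaScreen after 30 min at room temperature.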
FBPA Giardia inh – inhibitors of Giardia lamblia fructose-1,6-bisphosphate aldolase | AID 2451 | 290,000 compounds, 0.71% hits | purified Giardia FBPA | Potency, µM (doses to about 59.6 µM), without a hit: at the highest dose activity, negative = inhibition, usual class: inhibitors; note: potency is the fitted concentration of half-maximal effect; nearly all actives have a fitted effect of over 55% in size
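40 nM FBPA preincubated 10 min at RT with compound (up to 57.5 uM final), then substrate plus GAPDH/TPI/NAD/arsenate coupling and diaphorase/resazurin added. Fluorescence read after 20 min at RT, 525/598 nm.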
HCV inh – blocks hepatitis C virus | 340,000 compounds, 3.4% hits | AID 651820 | Potency, µM (doses to about 41.8 µM), inactives show top-dose activity change, negative = inhibition, usual class: inhibitors | Huh7.5.1 HCVcc-Cre infection, luciferase reporter, 44 h; note: potency is the fitted concentration of half-maximal effect
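After 44 h co-culture of compound, cells and HCVcc-Cre (~0.5 moi), substrate is added for 15 min at room temperature and luciferase measured over 15 sec. Cells were seeded at 1,000/well and pre-cultured 4 h.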
Sm TGR block – inhibitors of Schistosoma mansoni thioredoxin glutathione reductase; Q962Y6; purified TGR, DTNB reduction, TNB absorbance 405 nm; Potency, µM (highest dose often 114 µM), for inactives: top-dose activity change, negative = inhibition, hits mostly inhibitors; 360,000 compounds, 3% hits; AID 485364; note: potency is the fitted concentration of half-maximal effect; nearly all actives have a fitted effect of over 60% in size
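Kinetic colorimetric format: TGR-catalysed, NADPH-driven DTNB reduction monitored via TNB absorbance. Enzyme dispensed at 20 nM; compound exposure 15 min at room temperature before reaction start.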
* hit, by the source's call; ? = inconclusive; / = not tested or not shown; [ ] = dose if it differs, or a comment. Unless noted, calls come from the whole dose curve; as a rule, active = well fitted curve in the direction sought with a large enough effect; inconclusive = small, poorly fitted or top-dose-only effect, or another doubt; inactive = no such curve, though single readings can be large; an effect the other way counts as inactive or inconclusive. Unless noted, % is set by controls: 0 for no effect and ±100 for the full control effect.

The line under a structure holds: AmpC detergent, HCMV inh, AMA1-RON2 inh, FBPA Giardia inh, HCV inh, Sm TGR block
O=C(C1=C(O)C(=O)N(CCN2CCOCC2)C1c1cccc(Br)c1)c1cccs1 (stereo unspecified)
    0.1%, 35.2, -2.8%, 5.2%, 20.0%, -32.3%
COc1cccc(C(=O)C2CCCN(Cc3cn(CC(N)=O)c4ccccc34)C2)c1 (stereo unspecified)
    -5.9%, 25.0, 13.9%, -2.9%, -18.8%, -14.9%
CC(c1ccccn1)N(CCN(C)C)C(=S)Nc1cccc(F)c1 (stereo unspecified)
    1.2%, /, 13.6%, 11.5%, ?, -16.4%
CCN(CC)CCN1C2=C(C(=O)CC(C)(C)C2)C(c2cccc(F)c2)C2=C1CC(C)(C)CC2=O
    -5.4%, 18.9, 3.0%, 1.2%, 29.3%, -4.3%
CC(=O)c1c(C)[nH]c(C(=O)Nc2ccc3c(c2)OCCO3)c1C
    -9.3%, 299.8, 9.9%, ?, -14.0%, -0.3%
COc1ccc(CCNC(=O)C2CCN(C(=O)c3ccc(F)cc3)CC2)cc1OC
    -10.2%, 11.3, -2.8%, 10.1%, 5.7%, 1.4%
CCc1cccc(NC(=O)CCS(=O)(=O)c2cc3c4c(c2)CCN4C(=O)CC3)c1
    1.3%, 6.9, /, /, /, 6.5%
CN(CC(=O)NCc1ccco1)S(=O)(=O)c1ccc2c(c1)n(C)c(=O)c(=O)n2C
    ?, -26.1, 0.7%, -0.5%, 5.2%, 39.8µM*
CC(=O)c1c(C)nc(-c2ccc(OCC(=O)Nc3ccc(F)cc3)cc2)n1O
    -14.7%, 0.5, 2.5%, -1.5%, 5.8%, 8.0%
O=C(COc1ccc(F)cc1)N(Cc1cccc(Br)c1)C1CCS(=O)(=O)C1 (stereo unspecified)
    0.6%, 25.6, 21.9%, /, 16.8%, -2.8%

Some values from above.
HCV inh result of O=C(COc1ccc(F)cc1)N(Cc1cccc(Br)c1)C1CCS(=O)(=O)C1 (stereo unspecified) reads 16.8%
AmpC detergent result of CC(c1ccccn1)N(CCN(C)C)C(=S)Nc1cccc(F)c1 (stereo unspecified) reads 1.2%
Sm TGR block result of CC(=O)c1c(C)[nH]c(C(=O)Nc2ccc3c(c2)OCCO3)c1C reads -0.3%
HCMV inh result of COc1ccc(CCNC(=O)C2CCN(C(=O)c3ccc(F)cc3)CC2)cc1OC reads 11.3
HCMV inh result of CCN(CC)CCN1C2=C(C(=O)CC(C)(C)C2)C(c2cccc(F)c2)C2=C1CC(C)(C)CC2=O reads 18.9

Returning to the listing, repeating the three entries before the break.
The line under a structure holds: AmpC detergent, HCMV inh, AMA1-RON2 inh, FBPA Giardia inh, HCV inh, Sm TGR block
CN(CC(=O)NCc1ccco1)S(=O)(=O)c1ccc2c(c1)n(C)c(=O)c(=O)n2C
    ?, -26.1, 0.7%, -0.5%, 5.2%, 39.8µM*
CC(=O)c1c(C)nc(-c2ccc(OCC(=O)Nc3ccc(F)cc3)cc2)n1O
    -14.7%, 0.5, 2.5%, -1.5%, 5.8%, 8.0%
O=C(COc1ccc(F)cc1)N(Cc1cccc(Br)c1)C1CCS(=O)(=O)C1 (stereo unspecified)
    0.6%, 25.6, 21.9%, /, 16.8%, -2.8%
COc1cc2nc(CN3CCN(C(C)=O)CC3)[nH]c(=O)c2cc1OC
    2.7%, -28.2, -0.3%, -1.4%, 13.3%, -4.1%
COCC1CCN(C(=O)C2CCC(=O)N(Cc3ccc(Cl)cc3)C2)CC1 (stereo unspecified)
    1.3%, 77.0, -12.5%, /, -20.7%, -6.8%
CC(Oc1ccccc1)C(=O)N/N=C/c1ccccn1 (stereo unspecified)
    0.2%, 25.1, 109.6%[activator], ?, 16.9%, -2.6%
O=C(NCc1ccc(Cl)cc1)c1cccc(NC2=NC3CS(=O)(=O)CC3S2)c1 (stereo unspecified)
    -6.0%, -2.1, 11.4%, -9.6%, 22.6%, -4.3%
COc1ccc(-n2c(C)cc(C(=O)CN3C(=O)NC4(CCCc5sccc54)C3=O)c2C)cc1 (stereo unspecified)
    ?, -38.8, -14.2%, 3.2%, ?, -6.2%
CCCOC(=O)c1ccc(Nc2nc(C)cc(=O)[nH]2)cc1
    2.3%, -21.0, -12.8%, 1.1%, 15.4%, 1.0%

Rows were taken by chance. About 9.3% of those tested had a hit in this group.
